LEDGF integ inh: blockers of LEDGF/p75-dependent integrase strand transfer – biochemical, TR-FRET, high throughput, primary screen | HIV-1 integrase (with human LEDGF/p75) | 370,000 tested, 0.64% active | TR-FRET IN-LEDGF/p75 DNA integration, Eu/Cy5 | inhibition, % at 3.7 µM | AID 743269, 2014;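 active means inhibition above the screen-wide mean plus 3 SD, cut at about 13% in these data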;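 further: signal is the Cy5 over europium emission ratio at 671 and 618 nm; 0% = plate median of compound wells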
PG9 Ab binder: binders of HIV-1 gp120 antibody PG9, primary screen, biochemical, TR-FRET | HIV-1 gp120 / PG9 antibody interaction | TR-FRET gp120-PG9 antibody binding | inhibition, % at 6.7 µM | 360,000 tested, 0.43% active | AID 624416, 2012; in the data active means inhibition above about 8.5%
rCAG binder: binders of r(CAG) RNA repeats, primary screen, biochemical, fluorescence. 370,000 tested, 1.3% active. inhibition, % at 3 µM. r(CAG) RNA repeat, TO-PRO-1 dye displacement fluorescence. AID 651821, 2012;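 active means inhibition above the plate cutoff, the mean of all test compounds on that plate plus 3 SD, cut at about 35% in these data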;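 further: 0% = DMSO alone and 100% = 100 µM mitoxantrone as full dye displacement; higher means more dye released from RNA so lower well fluorescence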
HTRA1 inh: HTRA1 serine protease inhibitors, primary screen, biochemical, fluorescence polarization, HTS; Q92743; recombinant HTRA1, FP-rhodamine activity-based probe; inhibition, % at 5.96 µM; 340,000 tested, 0.5% active; in the data active means inhibition above about 36%;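 further: 0% = enzyme with DMSO and 100% = wells lacking enzyme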
TCR-CD3 inh: inhibitors of human TCR-CD3 interaction, primary screen, biochemical, fluorescence, TAMRA-labeled TCR probe; AID 651800, 2012; T-cell receptor (TCR); inhibition, % at 9.4 µM; 360,000 tested, 0.37% active; in the data active means inhibition above about 19%;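 further: recombinant mutant TCR 2C K166C tagged with TAMRA read by polarization; 0% = receptor in buffer alone and 100% = receptor with positive control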
Rev-erbA mod: modulators of Rev-erb alpha DNA binding, primary screen, biochemical, FITC-DNA, fluorescence polarization, uHTS. 370,000 tested, 0.79% active. activity, % at 10 µM. Rev-erbα–FITC-DNA binding, 90 min;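 active means activity above about 14%, limit read from the data; passing the limit was not always enough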;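 further: 0% = DMSO wells with 35 nM protein and 100% = DMSO wells with 750 nM protein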
PRMT1 inh: PRMT1 methyltransferase inhibitors, primary screen, biochemical, fluorescence polarization; Protein arginine N-methyltransferase 1 (Homo sapiens), Q99873; recombinant PRMT1, activity-based probe fluorescence polarization; inhibition, % at 2.79 µM; 370,000 tested, 1.3% active; AID 652257, 2013;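 active means inhibition above about 21% made by adding two undisclosed values, limit read from the data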
SIAE inh: human SIAE inhibitors, primary screen, biochemical, fluorescence polarization, FP-Rh probe, 1536-well HTS | SIAE FP-Rh probe binding | inhibition, % at 9.66 µM | 370,000 tested, 0.69% active;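 active means inhibition above a cutoff: mean of compounds within the control limits plus 3 SD of those, cut at about 17% in these data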;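 further: 0% = plate median of compound wells and 100% = probe without SIAE protein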
TDP2 absorb: human TDP2 enzyme inhibitors, primary screen, biochemical, epi absorbance, recombinant enzyme. AID 720702, 2013. 370,000 tested, 0.34% active. inhibition, % at 12.8 µM. T5PNP hydrolysis, p-nitrophenol absorbance 415 nm;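 active means inhibition above the mean of all tested compounds plus 3 SD, set per campaign, cut at about 25% in these data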;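 further: 0% = DMSO with enzyme and 100% = buffer with substrate but no TDP2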
Target sequence (O95551 whole entry, looked up): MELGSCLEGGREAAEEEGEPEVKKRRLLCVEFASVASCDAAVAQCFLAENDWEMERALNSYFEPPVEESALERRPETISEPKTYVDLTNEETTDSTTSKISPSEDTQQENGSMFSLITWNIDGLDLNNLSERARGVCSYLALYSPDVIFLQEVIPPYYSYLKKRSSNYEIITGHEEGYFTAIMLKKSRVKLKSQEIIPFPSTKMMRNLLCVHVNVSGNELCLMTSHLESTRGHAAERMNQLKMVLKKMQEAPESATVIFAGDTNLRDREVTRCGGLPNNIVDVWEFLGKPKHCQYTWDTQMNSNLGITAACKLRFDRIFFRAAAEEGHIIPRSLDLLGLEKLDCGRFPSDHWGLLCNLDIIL
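Test system: human TDP2 enzyme; Input: 120 nM TDP2 per well; Buffer or medium: Mg2+-containing Tris-HCl buffer, pH 7.5; Reagent: 5 mM T5PNP; Dosing: 12.8 µM single point, 1% DMSO; Incubation: reaction 2 h, 37 °C; Detection: p-Nitrophenol epi absorbance; Read-out: % inhibition relative to enzyme-containing and enzyme-free wells; Replicates: single well per compound.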
ABHD4 inh: ABHD4 inhibitors, primary screen, biochemical, fluorescence polarization, mouse. 370,000 tested, 0.54% active. inhibition, % at 8.92 µM. AID 720543, 2013. purified mABHD4, FP-Rh probe fluorescence polarization;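 active means inhibition exceeding the mean over every tested compound plus 3 SD, cut at about 30% in these data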;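 further: 0% = plate median of compound wells and 100% = S159A mutant with DMSO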
Target sequence (Q8VD66 whole entry, looked up): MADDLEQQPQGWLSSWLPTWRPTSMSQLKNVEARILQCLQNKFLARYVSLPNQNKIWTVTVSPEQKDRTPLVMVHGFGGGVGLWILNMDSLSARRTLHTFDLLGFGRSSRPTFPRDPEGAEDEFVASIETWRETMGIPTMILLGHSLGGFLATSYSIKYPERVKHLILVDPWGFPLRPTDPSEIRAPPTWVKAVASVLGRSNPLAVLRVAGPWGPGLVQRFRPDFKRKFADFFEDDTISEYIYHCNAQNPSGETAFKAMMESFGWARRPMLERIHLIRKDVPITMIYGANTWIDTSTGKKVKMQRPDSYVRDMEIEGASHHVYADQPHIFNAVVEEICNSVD
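Assay system: wild-type mouse ABHD4 protein; compound: single nominal dose of 8.92 µM, 0.89% DMSO final; schedule: 45 min + 60 min at 25 °C; measured by: FP readout, ex 525 nm / em 598 nm; evaluation: % inhibition of FP-Rh probe binding versus controls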
* hit, by the source's call; . = not tested or not shown. Only part of the results is shown; count on the stated rates, not on these rows.

Value order – LEDGF integ inh	PG9 Ab binder	rCAG binder	HTRA1 inh	TCR-CD3 inh	Rev-erbA mod	PRMT1 inh	SIAE inh	TDP2 absorb	ABHD4 inh
[1] CC(=O)NC1(NC(C)=O)CCN(C)C(c2ccccc2)C1C (stereo not given)
  -1	-1.5	-1	-2	5	0	-4	-2	3	-5
[2] O=C(NN=Cc1ccco1)C(=O)Nc1cccc(C(F)(F)F)c1
  -1	-0.8	2	.	3	-1	-1	-1	8	-5
[3] C=C(C)[C@@H]1CC2=C(OC)C(CC=C(C)C)(CC=C(C)C)C(=O)C(C(=O)c3ccccc3)=C2O1
  1	.	10	.	.	4	2	-3	-9	-10
[4] C=CC[C@H](CC(=O)NCCO)C(=O)N[C@@H](COC(=O)[C@H](CC=C)CC(=O)OC(C)(C)C)Cc1c[nH]c2ccccc12
  0	-0.2	-13	-2	4	4	-1	17	0	1
[5] Cc1cccc(NC(=O)CN2C(=O)N/C(=C/c3cc(C)n(C(C)C)c3C)C2=O)c1
  -4	-3.4	12	1	5	4	0	23*	13	-2
[6] COc1cc(/C=N/NC(=O)c2cccnc2)ccc1OCC(=O)Nc1c(C)cc(C)cc1C
  1	-1.0	-2	-2	1	2	-4	-10	-27	-8
[7] COc1ccc(C2=NN3C(C2)c2ccccc2OC32C(=O)N(C)c3ccccc32)cc1 (stereo not given)
  -4	-1.2	16	-50	-2	-2	5	-11	1	-14
[8] Fc1ccccc1-c1n[nH]c(=S)n1CC1CCCO1 (stereo not given)
  -2	-0.6	10	-2	2	-1	1	2	5	-4
[9] Cn1ccc2c(-c3ccc(F)nc3)cc3c(c21)C1CCC3C1 (stereo not given)
  -1	0.0	5	.	1	4	23*	3	-1	0
[10] CN(C)CCCN1CC(C(=O)O)CC1=O (stereo not given)
  2	1.6	0	4	5	0	-2	4	0	-1
[11] N/C(=N\OC(=O)CCC1CCCC1)c1ccc([N+](=O)[O-])cc1
  -2	0.1	-3	0	0	0	-3	0	-10	2
[12] O=C(COc1ccc(C2SCCS2)cc1)NNC(=O)C(Cl)Cl
  -6	-1.8	10	4	3	2	11	-4	-14	-5
[13] CCOC(CNC(=O)c1ccc2c(c1)nc(C)n2-c1cccc(F)c1)OCC
  2	-1.7	-8	2	8	-6	-1	1	-7	0
[14] O=C(Nc1ccccc1C(=O)N1CCOCC1)c1noc2c1CCCC2
  -1	-3.1	2	2	3	1	-1	8	5	1
[15] COC(=O)c1ccc2nc(-c3ccco3)c(Cc3cccc(Cl)c3)n2c1
  6	-1.1	14	.	-5	-3	25*	0	13	-3

10 structures out of the list, arranged by heavy-atom count, ascending.
Value order – LEDGF integ inh	PG9 Ab binder	rCAG binder	HTRA1 inh	TCR-CD3 inh	Rev-erbA mod	PRMT1 inh	SIAE inh	TDP2 absorb	ABHD4 inh
[10] CN(C)CCCN1CC(C(=O)O)CC1=O (stereo not given)
  2	1.6	0	4	5	0	-2	4	0	-1
[8] Fc1ccccc1-c1n[nH]c(=S)n1CC1CCCO1 (stereo not given)
  -2	-0.6	10	-2	2	-1	1	2	5	-4
[12] O=C(COc1ccc(C2SCCS2)cc1)NNC(=O)C(Cl)Cl
  -6	-1.8	10	4	3	2	11	-4	-14	-5
[2] O=C(NN=Cc1ccco1)C(=O)Nc1cccc(C(F)(F)F)c1
  -1	-0.8	2	.	3	-1	-1	-1	8	-5
[15] COC(=O)c1ccc2nc(-c3ccco3)c(Cc3cccc(Cl)c3)n2c1
  6	-1.1	14	.	-5	-3	25*	0	13	-3
[13] CCOC(CNC(=O)c1ccc2c(c1)nc(C)n2-c1cccc(F)c1)OCC
  2	-1.7	-8	2	8	-6	-1	1	-7	0
[5] Cc1cccc(NC(=O)CN2C(=O)N/C(=C/c3cc(C)n(C(C)C)c3C)C2=O)c1
  -4	-3.4	12	1	5	4	0	23*	13	-2
[7] COc1ccc(C2=NN3C(C2)c2ccccc2OC32C(=O)N(C)c3ccccc32)cc1 (stereo not given)
  -4	-1.2	16	-50	-2	-2	5	-11	1	-14
[3] C=C(C)[C@@H]1CC2=C(OC)C(CC=C(C)C)(CC=C(C)C)C(=O)C(C(=O)c3ccccc3)=C2O1
  1	.	10	.	.	4	2	-3	-9	-10
[4] C=CC[C@H](CC(=O)NCCO)C(=O)N[C@@H](COC(=O)[C@H](CC=C)CC(=O)OC(C)(C)C)Cc1c[nH]c2ccccc12
  0	-0.2	-13	-2	4	4	-1	17	0	1

Other structures follow:
Value order – LEDGF integ inh	PG9 Ab binder	rCAG binder	HTRA1 inh	TCR-CD3 inh	Rev-erbA mod	PRMT1 inh	SIAE inh	TDP2 absorb	ABHD4 inh
[16] CCOC(=O)c1c(S(=O)(=O)NCCc2ccc(OC)c(OC)c2)c(C)n(C)c1C
  0	0.1	-1	4	0	1	-1	6	-6	-8
[17] COc1ccc(N(CC(O)CN2CCCCC2)S(=O)(=O)c2ccc(C)cc2)cc1 (stereo not given)
  3	-3.4	-2	5	-3	-3	-4	13	-8	5
[18] COc1ccc(OC)c(C2C(C(=O)c3ccc(C)o3)=C(O)C(=O)N2CCN2CCOCC2)c1 (stereo not given)
  4	0.8	4	1	-10	6	5	3	7	2
[19] O=C(O)CC(SCC(=O)NC1CCCc2ccccc21)C(=O)O (stereo not given)
  3	0.3	4	-2	3	-2	-2	6	1	-3
[20] COc1ccc(C2C(C#N)=C(C)NC(C)=C2C(=O)OC(C)C)c(OC)c1 (stereo not given)
  5	0.1	-6	-19	-13	-3	-1	-1	-20	-10
[21] CCCN1CCN(C(=O)c2cc(COc3ccc4ncccc4c3)on2)CC1
  -5	-0.3	1	-1	-3	-4	3	3	-4	5
[22] CCOc1ccc(NC(=O)N(c2ccccc2)c2ccccc2)cc1
  -5	-0.7	-7	-7	-9	-3	0	-1	7	4
[23] CCOC(=O)N1CCC(N2C(=O)c3ccc(C(=O)Nc4ccc(OC)cc4)cc3C2=O)CC1
  0	-1.0	2	4	2	-1	-1	-5	3	-4
[24] CCCn1nnnc1NCc1ccccc1OCC
  2	-1.5	-1	1	1	2	-3	4	16	0

Source: PubChem
